From PubChem BioAssay
ATXN2 expr inh – inhibitors of ATXN2 expression. hit rate 0.72% among 360,000. Potency, µM (doses to about 57 µM), for the others: at the top dose activity change, negative = inhibition, usual class: inhibitors. AID 1745845. HEK-293 ATXN2-luciferase reporter, luminescence, 24 h; further: potency means the concentration at half of the fitted maximal effect; on the % scale 0 is the no-effect control and ±100 the full control effect; nearly all actives have a fitted effect of over 55% in size
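ATXN2-luciferase reporter cells (luciferase flanked by upstream and downstream ATXN2 gene portions) were treated 24 h at 37 °C with compounds at up to 57 uM. SteadyGlo luminescence gave expression; GF-AFC fluorescence gave viability.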
SW480 rerep – inducers of DNA re-replication in SW480 colon cancer cells | Potency, µM (doses to about 46.1 µM), for the others: top-dose re-replication activation, hits mostly activators | hit rate 1.8% among 340,000 | AID 624297 | SW480 DNA re-replication, Hoechst DNA content imaging, 48 h; further: potency means the concentration at half of the fitted maximal effect; % of control where 0% means no effect; nearly all actives have a fitted effect of over 55% in size
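Image-based DNA-content assay: after two days of treatment, nuclei were labelled with the DNA dye Hoechst and imaged, and hits were compounds raising the count of nuclei showing high fluorescence intensity.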
IL1B secr inh – inhibitors of inflammasome signaling (IL-1 beta secretion); THP-1 LPS/ATP IL-1B secretion, AlphaLISA, 16 h; hits give low values; hit rate 4.7% among 360,000; activity change, % at 57.5 µM; in the data active means activity change below about -50%; inconclusive means mostly about -30% to -49%; further: on the % scale 0 is the no-effect control and ±100 the full control effect
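Secreted IL-1B measured by AlphaLISA bead assay after 16 h compound exposure of THP-1 cells; compounds (final up to 57.5 uM) added 1 h before LPS (250 ng/mL) and ATP (1.25 mM) stimulation; lower signal means less secretion.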
HT1080NT lethal – kills 2HG-producing HT-1080-NT fibrosarcoma cells; HT-1080-NT fibrosarcoma viability, CellTiter-Glo ATP luminescence, 48 h; Potency, µM (series often up to 46.1 µM), for inactives: at the highest dose activity, negative = less viability, actives largely listed as cytotoxic; hit rate 1.6% among 360,000; AID 686970;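 further: NT is the 2HG producing partner of a matched IDH1 knockdown line; potency means the concentration at half of the fitted maximal effect; 0% = DMSO-treated cells and -100% = media-only wells without cells; nearly all actives have a fitted effect of over 55% in size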
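Compounds were tested in concentration-response format on HT-1080-NT cells for 48 hours at 37 degrees C. Cell viability came from CellTiter-Glo luminescence; curves were classified by r2, response magnitude and activity.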
MCF10A rerep – induces DNA re-replication in MCF 10a normal breast cells; hit rate 2.9% among 350,000; MCF 10A DNA re-replication, Hoechst nuclear intensity, 48 h; Potency, µM (titrated, usually from 46.1 µM), for inactives: at the top dose activity, positive = re-replication, actives largely listed as activators; further: potency means the concentration at half of the fitted maximal effect; % of control where 0% means no effect; nearly all actives have a fitted effect of over 50% in size
KB-V1 MDR tox – kills drug-selected multidrug resistant KB-V1 cells; KB-V1 MDR cells viability, CellTiter-Glo, 72 h; Potency, µM (series often up to 46.1 µM), for inactives: at the highest dose activity change, negative = cytotoxicity, hits mostly cytotoxic; hit rate 3.4% among 400,000; AID 1347076; further: potency means the concentration at half of the fitted maximal effect; on the % scale 0 is the no-effect control and ±100 the full control effect; nearly all actives have a fitted effect of over 60% in size
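Following 72 h at 37 degrees C with compound, KB-V1 cell viability was read by CellTiter-Glo luminescence, medium being phenol-red-free DMEM plus 10% FBS; concentration-response parameters came from normalized, curve-fitted qHTS data.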
S2 tox – viability counter-screen for ATXN expression inhibitors. S2 cells (HEK-293 line with an ATXN2-luciferase reporter) viability, CellTiter-Fluor protease fluorescence, 24 h. Potency, µM (highest dose often 56.7 µM), hits mostly cytotoxic. hit rate 0.49% among 400,000; further: potency means the concentration at half of the fitted maximal effect; nearly all actives have a fitted effect of over 40% in size
KB-3-1 cytotox – kills parental KB-3-1 adenocarcinoma cells; KB-3-1 viability, CellTiter-Glo ATP luminescence, 72 h; Potency, µM (top dose mostly 46.1 µM), inactives show top-dose activity change, negative = cytotoxic, actives largely listed as cytotoxic; hit rate 1.4% among 400,000; AID 1347075; further: potency means the concentration at half of the fitted maximal effect; on the % scale 0 is the no-effect control and ±100 the full control effect; nearly all actives have a fitted effect of over 60% in size
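KB-3-1 cells, DMEM (no phenol red) + 10% FBS; compound by pin transfer, 72 h, 37 °C. Readout: CellTiter-Glo luminescence after 10 min. Data normalized, curve-fitted.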
HT1080 IDH1KD tx – kills HT-1080 cells with IDH1 knockdown | hit rate 2% among 360,000 | HT-1080 IDH1 knockdown viability, ATP luminescence, 48 h | Potency, µM (doses to about 46.1 µM), for the others: at the top dose activity, negative = toxicity, most hits filed as cytotoxic;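 further: potency means the concentration at half of the fitted maximal effect; 0% = DMSO wells and -100% = cell-free medium wells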
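HT-1080-IDH1KD cells (IDH1 knocked down), 750/well in RPMI with 5% FBS, treated with compound 48 h at 37 degrees C. Viability by CellTiter-Glo luminescence, normalised to DMSO and no-cell wells; concentration-response curves classed.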
The depositor's hits bear a star; i = inactive; ? = inconclusive; nt = not tested or not shown; [ ] = remark or other dose. Unless noted, the call rests on the fitted dose curve; in most records, active means well fitted curve in the direction sought with a large enough effect; inconclusive means small, poorly fitted or top-dose-only effect, or another doubt; inactive means no such curve, though single readings can be large; an effect the other way counts as inactive or inconclusive.

1. O=C(Nc1ccon1)c1ccc(OC2CCCC2)cc1
2. CCOc1cc(/C=C2\N=C(C)OC2=O)cc(Br)c1OCCc1ccccc1
3. COc1cc(/C=C/C(=O)OCC(=O)Nc2cc(S(=O)(=O)N3CCCC3)ccc2Cl)cc(OC)c1OC
4. CC1(C)CC(=O)C(CSC(=O)c2ccccc2)C(=O)C1
5. CCCOc1ccc(-c2nc3ccc(Br)cc3c(=O)o2)cc1
6. CCN(CC)S(=O)(=O)c1cc(NS(=O)(=O)c2ccc(Cl)c(C(=O)O)c2)ccc1C
7. CC(=O)N/C(=N/c1nc(C)cc(C)n1)Nc1ccc(NC(C)=O)cc1
8. CCNC(=O)NC(=O)COC(=O)CCc1nc(=O)c2ccccc2n1C

Compound	1	2	3	4	5	6	7	8
ATXN2 expr inh	99%[activator]	-8%	8%	nt	2%	nt	1%	4%
KB-3-1 cytotox	3%	?	6%	6%	1%	3%	2%	-15%
KB-V1 MDR tox	18µM*	-13%	-18%	15%	28%	18%	22%	14%
SW480 rerep	-3%	-5%	-4%	nt	nt	-9%	-3%	-4%
IL1B secr inh	-22	-13	23	-15	nt	20	1	0
S2 tox	i	i	i	?	i	?	i	i
HT1080 IDH1KD tx	-2%	-4%	1%	-15%	nt	5%	-4%	2%
HT1080NT lethal	0%	?	4%	3%	nt	0%	-1%	0%
MCF10A rerep	2%	-4%	4%	nt	nt	-1%	-2%	-3%

9. COc1ccc(C(CNc2ncnc3sccc23)N(C)C)cc1OC (centres undefined)
10. O=c1c(-c2ccccc2)c(O)c2c(n1-c1ccccc1)CCCC2
11. CCN(CC)c1ncnc2ccc(Br)cc12
12. C#CCCOC(=O)N1C2=NC(C(=O)OC)=C(C(=O)OC)[C@@H]3N(CC=C)c4ccccc4[C@]23C[C@H]1C(=O)OC
13. CC(=O)Oc1ccc(C2C3=C(CC(C)(C)CC3=O)Nc3cc4c(cc32)OCCO4)cc1 (centres undefined)
14. O=C(O)c1cccc(Oc2ncnc3sc4c(c23)CCCC4)c1
15. O=C(CSc1nc2ccccc2o1)c1ccccc1
16. CCc1c(C)nc(SCC(=O)N2CC(C)OC(C)C2)[nH]c1=O (centres undefined)

Compound	9	10	11	12	13	14	15	16
ATXN2 expr inh	1%	-2%	-13%	9%	-9%	-5%	56%[activator]	1%
KB-3-1 cytotox	15%	15%	?	28%	-21%	7%	10%	1%
KB-V1 MDR tox	?	?	-23%	20%	3%	0%	?	-1%
SW480 rerep	11%	0%	1%	-3%	2%	-34%[inhibitor]	-18%	0%
IL1B secr inh	18	-9	-4	26	?	0	-3	-8
S2 tox	i	i	i	i	i	i	i	i
HT1080 IDH1KD tx	-5%	-1%	0%	11%	0%	-3%	13%	0%
HT1080NT lethal	-24%	6%	0%	5%	-2%	-2%	6%	-2%
MCF10A rerep	15%	1%	0%	7%	-4%	26%[9.22 µM]	8%	1%

17. CCOc1ccccc1CNC(=O)CCNS(=O)(=O)c1ccc2[nH]c(=O)oc2c1
18. CC(C)N1C(=O)S/C(=C\c2ccc(-c3ccc(Cl)c(C(=O)O)c3)o2)C1=O
19. CCOP(=O)(CN(CC)C(=O)c1ccccc1Br)OCC
20. Cc1cn([C@H]2C[C@H](O)[C@@H](CCC(=O)NCCc3ccc4ccccc4c3)O2)c(=O)[nH]c1=O
21. CCc1ccccc1NC(=O)Nc1ccsc1C(=O)OC
22. CN(C)CCCN(C(=O)c1ccc(S(=O)(=O)N2CCc3ccccc3C2)cc1)c1nc2c(F)cccc2s1
23. CC(OC(=O)c1cccnc1Cl)C(=O)Nc1ccc2c(c1)OCO2 (centres undefined)
24. Cc1cc(C)cc(N2C(=O)C3C4C=CC(C4)C3C2=O)c1 (centres undefined)

Compound	17	18	19	20	21	22	23	24
ATXN2 expr inh	0%	nt	-9%	-3%	2%	-21%	nt	3%
KB-3-1 cytotox	1%	0%	-8%	0%	-15%	-1%	1%	13%
KB-V1 MDR tox	?	14%	19%	5%	13%	-5%	1%	3%
SW480 rerep	-6%	1%	-6%	nt	1%	-5%	-2%	-4%
IL1B secr inh	9	-3	17	22	31	-51*	12	-5
S2 tox	i	nt	?	i	i	i	i	i
HT1080 IDH1KD tx	-12%	-17%	7%	11%	1%	-12%	0%	2%
HT1080NT lethal	0%	-23%	13%	3%	23%	-7%	0%	6%
MCF10A rerep	-2%	?	-6%	nt	4%	0%	-7%	3%

2 records picked at random from the list so far:
18. CC(C)N1C(=O)S/C(=C\c2ccc(-c3ccc(Cl)c(C(=O)O)c3)o2)C1=O
21. CCc1ccccc1NC(=O)Nc1ccsc1C(=O)OC

Compound	18	21
ATXN2 expr inh	nt	2%
KB-3-1 cytotox	0%	-15%
KB-V1 MDR tox	14%	13%
SW480 rerep	1%	1%
IL1B secr inh	-3	31
S2 tox	nt	i
HT1080 IDH1KD tx	-17%	1%
HT1080NT lethal	-23%	23%
MCF10A rerep	?	4%

Next records.
25. Cc1ccc(C)c(S(=O)(=O)Nc2ccc(C(=O)NCC(c3ccco3)N(C)C)cc2)c1 (centres undefined)
26. COc1cccc(/C=C/C(=O)Nc2ccc3nc4n(c(=O)c3c2)CCCC4)c1OC
27. O=C(CNC(=O)c1ccc(Br)o1)Nc1ccc(N2CCCCCC2)cc1
28. CC1=C(C(N)=O)C(c2ccccc2Br)n2ncnc2N1 (centres undefined)
29. CC(C)(C)c1ccc(OCCN2CCCC2)cc1
30. Cc1ccc(C(=O)NC2CCCC2)cc1S(=O)(=O)N1CCCCC1
31. Fc1ccccc1COc1ccccc1/C=N/Nc1nc(N2CCCC2)nc(N2CCCC2)n1
32. O=C(Cc1ccc(F)cc1)N1CCOCC1

Compound	25	26	27	28	29	30	31	32
ATXN2 expr inh	5%	?	16%	4%	3%	-7%	4%	0%
KB-3-1 cytotox	0%	-6%	-4%	6%	-8%	5%	-18%	0%
KB-V1 MDR tox	-7%	-5%	-20%	27%	-13%	13%	?	?
SW480 rerep	-7%	?	0%	nt	1%	-2%	-10%	-47%[inhibitor]
IL1B secr inh	5	-10	-5	nt	14	27	4	-6
S2 tox	?	i	i	i	i	i	i	i
HT1080 IDH1KD tx	0%	?	-22%	nt	9%	-7%	15%	11%
HT1080NT lethal	4%	?	-17%	nt	11%	-4%	0%	7%
MCF10A rerep	1%	?	?	nt	5%	19%	-3%	-2%

2 compounds from above, reduced to S2 tox and HT1080 IDH1KD tx:
item	SMILES	S2 tox	HT1080 IDH1KD tx
26	COc1cccc(/C=C/C(=O)Nc2ccc3nc4n(c(=O)c3c2)CCCC4)c1OC	i	?
31	Fc1ccccc1COc1ccccc1/C=N/Nc1nc(N2CCCC2)nc(N2CCCC2)n1	i	15%

More records:
33. CC(=O)c1c(C)oc2ccc(OCc3ccccc3)cc12
34. O=C(/C=C/c1ccco1)Nc1nc(-c2ccccn2)cs1
35. O=C(NC(=S)Nc1ccccc1[N+](=O)[O-])c1ccccc1
36. CCCCc1cc(=O)oc2cc(OCC(=O)N(CC)CC)ccc12
37. O=c1cc(-c2ccccc2)[nH]n2cnnc12
38. Cc1ccccc1-c1nc(NCC2CC2)nc2ccsc12
39. CC(=O)c1cccc(Nc2cc(C)nc3c(C)cc(C)cc23)c1
40. COc1ccc(CCNC(=O)c2cnc3ccc(C)cn3c2=O)cc1OC

Compound	33	34	35	36	37	38	39	40
ATXN2 expr inh	9%	nt	21%	3%	-17%	-5%	?	-3%
KB-3-1 cytotox	6%	2%	-1%	24%	-1%	0%	2%	-6%
KB-V1 MDR tox	-5%	-8%	3%	7.3µM*	-1%	-2%	16µM*	1%
SW480 rerep	-2%	?	-6%	-3%	-7%	nt	10%	nt
IL1B secr inh	12	124	-10	-10	51	-1	-53*	nt
S2 tox	i	i	i	i	i	i	?	i
HT1080 IDH1KD tx	17%	-19%	-6%	5%	8%	-12%	?	nt
HT1080NT lethal	16%	-17%	6%	3%	1%	-1%	-18%	nt
MCF10A rerep	-5%	137%	-1%	9%	2%	nt	?	nt

41. C=C1CC2(CC(c3ccccc3)OC(c3ccccc3)C2)OC1=O (centres undefined)
42. O=[N+]([O-])c1ccc(Cl)c(/C=N/N2CCN(c3ccccc3)CC2)c1
43. Cc1ccc(CNC(=O)Nc2nnc([C@H]3C[C@H](O)[C@@H](CO)O3)s2)cc1
44. CC(C)C(=O)c1ccc(O)c(O)c1
45. O=C(Cn1cc(C(=O)C(F)(F)F)c2ccccc21)N1CCOCC1
46. CC1(C)CCC(=O)C=C1Nc1ccc(F)c(Cl)c1
47. CC(=O)c1ccc(N=Nc2ccc(C)cc2)cc1
48. O=C(CSc1cn(CC(=O)N2CCOCC2)c2ccccc12)N1CCOCC1
49. O=C(Oc1ccc(-c2cnc3ccccc3n2)cc1)c1ccco1
50. Cc1cc(C)nc(N/N=C/c2cc(C)n(CC(F)(F)F)c2C)n1

Compound	41	42	43	44	45	46	47	48	49	50
ATXN2 expr inh	?	6%	18%	nt	nt	nt	-38%	-2%	42%[activator]	nt
KB-3-1 cytotox	?	0%	0%	2%	-13%	6%	29%	-1%	?	-6%
KB-V1 MDR tox	?	-1%	10%	-1%	0%	15%	0%	4%	?	3%
SW480 rerep	?	3%	nt	-9%	-6%	-1%	5%	-1%	-24%	-18%
IL1B secr inh	-115*	2	4	-3	7	24	-19	4	25	-9
S2 tox	nt	i	i	i	i	?	i	i	i	?
HT1080 IDH1KD tx	16µM*	0%	?	-14%	13%	1%	6%	0%	2%	-5%
HT1080NT lethal	?	-1%	9%	-1%	10%	6%	12%	1%	1%	2%
MCF10A rerep	12µM*	6%	nt	-2%	3%	1%	12%	0%	-177%[0.0737 µM]	3%
